Compound activity from PubChem BioAssay.
NADH coupling = blocks coupling enzymes of NAD/NADH assays; coupled PK/LDH NADH assays, four targets; IC50, µM (doses to about 10 µM), for inactives: at the highest dose inhibition; hit rate 0.02% among 65,000; AID 774;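 active = single-dose screening hits from any of four coupled enzyme assays that gave an IC50 when retested across doses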;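 note: the DPM-DC format reads NADH fluorescence rather than 340 nm absorbance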
Jurkat viability = cytotoxicity toward Jurkat cells; Jurkat E6.1 viability, ATP luminescence, 48 h; inhibition, % at 4 µM; hit rate 1.2% among 56,000;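 active = inhibition above the mean inhibition of all tested compounds plus 3 SD, cut at about 28% in these data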
M1 ag = agonists of M1 muscarinic receptor | CHO-M1 cells, Fluo-4 calcium fluorescence, agonist mode; stronger effect = higher value | B-score at 10 µM | hit rate 3% among 64,000;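 active = fluorescence rise, raw or as B-score row- and column-corrected plate score, outside the 99.7% band of its plate's samples, either direction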
TNAP act DEA = activates human TNAP at intermediate phosphate acceptor concentration; P05186; purified TNAP, CDP-star luminescence, 100 mM DEA, 30 min; stronger effect = higher value; scale: 0 levamisole-inhibited, 1 vehicle-only enzyme; activation factor at 20 µM; 64,000 tested, under 10 active; AID 813;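 active = activation factor of at least 2 at 20 µM, relative to controls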
D1 allo mod = D1 dopamine receptor (human) allosteric modulation. HEK293 D1, CRE-luciferase, dopamine EC30 potentiation; actives deviate in either direction. B-score at 10 µM. P21728. hit rate 5.9% among 58,000;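 active = luminescence count or its row- and column-corrected plate score outside the 99.7% band of the plate's sample wells, on either side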
Target sequence (P21728 whole entry, looked up): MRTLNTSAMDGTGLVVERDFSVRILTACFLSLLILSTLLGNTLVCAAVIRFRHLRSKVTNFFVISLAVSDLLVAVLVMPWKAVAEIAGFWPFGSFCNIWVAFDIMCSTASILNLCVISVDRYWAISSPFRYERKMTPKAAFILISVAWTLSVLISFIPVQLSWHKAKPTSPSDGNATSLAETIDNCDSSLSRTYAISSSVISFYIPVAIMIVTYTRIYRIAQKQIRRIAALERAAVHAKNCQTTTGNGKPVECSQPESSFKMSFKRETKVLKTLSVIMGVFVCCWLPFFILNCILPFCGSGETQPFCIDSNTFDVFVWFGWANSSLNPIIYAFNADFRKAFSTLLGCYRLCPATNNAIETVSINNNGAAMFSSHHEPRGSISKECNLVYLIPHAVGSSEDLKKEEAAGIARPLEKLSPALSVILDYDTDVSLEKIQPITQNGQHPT
HEK293 NFkB inh = inhibitors of the PMA/ionomycin-induced NF-kB reporter in HEK293 cells; HEK-293 NF-kB luciferase reporter, luminescence; inhibition, % at 3 µM; hit rate 0.21% among 62,000;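 active = inhibition above the mean of all tested compounds plus 3 SD, cut at about 40% in these data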;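 note: 0% = stimulated DMSO wells and 100% = 10 µM reference inhibitor 5653914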
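System: NF-kB luciferase reporter HEK-293 cells | Replication: Single test | Control set: DMSO vs reference inhibitor | Evaluation: % inhibition | Schedule: 1 h pretreatment, 16 h stimulation, 37 °C | Probe or stimulus: PMA with ionomycin | Compound dosing: One dose, 3 µM | Detection: Luciferase luminescence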
M1 antag = M1 muscarinic receptor (rat) antagonism; P08482; CHO-M1 cells, Fluo-4 calcium, ACh EC80 antagonist mode; stronger effect = lower value; B-score at 10 µM; hit rate 3.4% among 64,000;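 active = calcium fluorescence response, raw or row-and-column corrected B-score, differing from the plate sample mean either way at a set confidence level, mostly lower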
Target sequence (P08482 whole entry, looked up): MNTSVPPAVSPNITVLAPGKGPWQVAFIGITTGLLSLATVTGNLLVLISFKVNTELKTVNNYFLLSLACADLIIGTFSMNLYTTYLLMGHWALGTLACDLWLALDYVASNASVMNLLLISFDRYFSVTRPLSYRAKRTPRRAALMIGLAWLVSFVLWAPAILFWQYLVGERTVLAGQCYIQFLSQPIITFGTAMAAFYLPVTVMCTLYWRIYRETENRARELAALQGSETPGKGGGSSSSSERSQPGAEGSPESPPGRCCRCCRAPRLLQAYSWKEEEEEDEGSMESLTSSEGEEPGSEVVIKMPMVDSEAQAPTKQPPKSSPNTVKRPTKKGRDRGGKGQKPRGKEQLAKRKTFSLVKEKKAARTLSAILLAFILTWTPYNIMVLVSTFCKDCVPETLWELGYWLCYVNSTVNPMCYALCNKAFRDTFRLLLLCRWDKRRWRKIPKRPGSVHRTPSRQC
SF-1 act = activates the human nuclear receptor SF-1 | Q13285 | CHO-K1 Gal4-SF-1 LBD luciferase reporter; % increase over DMSO SF-1-specific signal | activation, % at 10 µM | hit rate 1.9% among 65,000 | AID 522;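 active = activation above the mean activation of all tested compounds plus 3 SD, cut at about 50% in these data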
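Compound – one dose, 10 µM compound, 1% DMSO · Test system – transient Gal4-SF-1 LBD reporter, CHO-K1 · Input – 4,000 cells in each well · Read-out basis – percent activation relative to DMSO median and mock-transfected background · Replicates – single measurement per compound · Technique – steady-glow luciferase luminescence, read after 15 min reagent incubation · Timing – 20 h compound treatment, 37 °C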
tolC growth inh = growth inhibitors of E. coli BW25113 tolC mutant; AID 573; growth inhibition, % at 10 µM (by protocol); hit rate 2.2% among 65,000; OD615;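 active = growth inhibition at or above a cutoff equal to the mean over every tested compound plus 3 SD, cut at about 60% in these data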;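 note: growth measured after 20 h incubation at 37 °C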
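signal = optical density read at 615 nm | test system = E. coli ΔtolC::kan strain BW25113 | timing = 20 h compound exposure of bacteria at 37 °C | buffer or medium = LB medium plus 50 µg/mL kanamycin | compound dosing = 10 µM final, single dose | evaluation = % inhibition of E. coli growth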
Active calls of the source: *; nt = no result given; [ ] = dose if it differs, or a comment.

[1] NC1=NC(c2cn(-c3ccccc3)nc2-c2cccs2)n2c(nc3ccccc32)N1 (configuration not stated)
[2] O=C(CSc1nnc(-c2cccnc2)n1-c1ccccc1)NCc1ccc2c(c1)OCO2
[3] CCCN1C(=O)C(O)(CC(=O)c2cccc(OC)c2)c2ccccc21 (configuration not stated)
[4] COc1ccccc1N(Cc1cc2cccc(C)c2[nH]c1=O)C(=O)C(C)C
[5] CC1CN(C(=O)c2cc(F)c(F)cc2Cl)CC(C)O1 (configuration not stated)
screen / no.	1	2	3	4	5
NADH coupling	4%	7%	6%	0%	6%
Jurkat viability	5	-2	-5	nt	6
M1 ag	-0.36	-1.3	0.095	-0.42	-0.34
TNAP act DEA	1.6	1	1	0.9	0.9
D1 allo mod	4.3*	0.077	0.072	nt	nt
HEK293 NFkB inh	8	5	7	nt	15
M1 antag	-0.3	-0.24	0.39	-0.1	0.96
SF-1 act	0	1	-1	-2	7
tolC growth inh	100*	-7	5	8	-2

[6] COn1c(-n2nc(C)cc2C)nc2ccccc2c1=O
[7] O=C(c1ccc(-c2ccccc2)cc1)N1CCC(C(=O)N2CCCC2)CC1
[8] CCOC(=O)C1CCN(Cc2ccc(C(=O)OC)cc2)CC1
[9] N#CC(C(=O)c1ccc(S(=O)(=O)N2CCCCCC2)cc1)c1nc2ccccc2[nH]1 (configuration not stated)
[10] Cc1ccc(-c2nn(CC(=O)NCCN3CCOCC3)c(=O)c3ccccc23)cc1
screen / no.	6	7	8	9	10
NADH coupling	9%	2%	6%	8%	3%
Jurkat viability	-1	5	5	1	0
M1 ag	0.14	0.78	41*	-0.16	1.9
TNAP act DEA	0.9	0.9	0.9	0.9	1
D1 allo mod	0.21	-0.84	-0.64	-0.00025	-0.035
HEK293 NFkB inh	16	17	3	16	5
M1 antag	0.023	0.98	-5.6*	-4*	-2.5*
SF-1 act	27	-3	-9	6	6
tolC growth inh	-24	-4	-8	1	4

[11] CCSc1nnc(NC(=O)c2cc3c(s2)CCCC3)s1
[12] O=C(Nc1ccccc1)N1CC=C(c2ccccc2)CC1
[13] Cn1nc(C(=O)Nc2cccnc2)c2ccccc2c1=O
[14] N#Cc1nc(-c2cccs2)oc1NCc1ccccc1Cl
[15] CCC(=O)N1CCc2cc(S(=O)(=O)CCC(=O)Nc3c(C)n(C)n(-c4ccccc4)c3=O)ccc21
screen / no.	11	12	13	14	15
NADH coupling	11%	4%	7%	4%[fluoresces]	4%
Jurkat viability	-7	-5	-9	nt	-10
M1 ag	-1.2	0.35	0.44	-0.086	0.44
TNAP act DEA	0.8	0.9	0.9	0.8	0.9
D1 allo mod	-1.5	-0.044	nt	nt	-0.31
HEK293 NFkB inh	-31	-39	-1	nt	6
M1 antag	0.038	0.15	0.019	-0.28	1.1
SF-1 act	52*	87*	4	-7	-1
tolC growth inh	4	27	-15	-5	-25

[16] O=C(CSc1nnc(-c2ccc(F)cc2)o1)Nc1ccc(S(=O)(=O)N2CCCCCC2)cc1
[17] O=C(COc1ccccc1)Nc1ccccc1N1CCCCC1
[18] CCOC(=O)C(NC(C)=O)(Nc1cccc(F)c1)C(F)(F)F (configuration not stated)
[19] CCCc1[nH][nH]c(=O)c1C(c1ccccc1)C(C#N)C#N (configuration not stated)
[20] CCN1CCN(C(=O)CN(c2ccccc2C)S(C)(=O)=O)CC1
screen / no.	16	17	18	19	20
NADH coupling	1%	6%	2%	5%	4%
Jurkat viability	7	1	-4	nt	0
M1 ag	1.4	0.4	-0.013	0.024	0.054
TNAP act DEA	0.9	0.9	1	0.9	0.9
D1 allo mod	-0.11	3.4*	-6.4*	0.0073	-0.63
HEK293 NFkB inh	4	18	3	12	-7
M1 antag	0.66	0.17	0.21	1.2*	-0.24
SF-1 act	0	7	1	17	-6
tolC growth inh	-1	92*	-15	2	-17

[21] CCc1nnc(NC(=O)c2ccc(S(=O)(=O)N(CC(C)C)CC(C)C)cc2)o1
[22] CCOC(=O)C1CCCN(c2c(NCC3CCCN3CC)c(=O)c2=O)C1 (configuration not stated)
[23] CCc1nnc(-n2nc(C)cc2-c2ccccc2)n1N
[24] CC(=O)Oc1cccc(N2C(=O)C3C(C2=O)C2C=CC3C23CC3)c1 (configuration not stated)
[25] CCc1ccc(N(CC)c2ncnc3nc[nH]c23)cc1
screen / no.	21	22	23	24	25
NADH coupling	3%	3%	2%	7%	7%
Jurkat viability	94*	1	9	0	1
M1 ag	1.1	0.098	-0.047	1.1	0.21
TNAP act DEA	0.8	0.9	0.9	1	1
D1 allo mod	-0.16	-0.24	0.54	-0.027	-4
HEK293 NFkB inh	25	0	23	12	17
M1 antag	0.61	-0.2	0.0099	-0.15	-0.0019
SF-1 act	-14	-9	15	-4	-2
tolC growth inh	99*	-13	-9	-4	15

[26] O=C(Cn1ncc2c(=O)oc3ccccc3c21)NC1CC1
[27] CC(C)CC(=O)Nc1ncnc2c1C(=O)CC(C)(C)C2
[28] Cc1noc(C)c1COC(=O)C1(c2cccc(F)c2)CCCC1
[29] O=S(=O)(c1ccc(F)cc1)N1CCN(Cc2ccccc2C(F)(F)F)CC1
[30] Cc1ccc2cccc(OCC(=O)NCc3ccco3)c2n1
screen / no.	26	27	28	29	30
NADH coupling	4%	1%	6%	15%	3%
Jurkat viability	2	nt	6	8	6
M1 ag	-0.45	0.44	-0.02	nt	-0.62
TNAP act DEA	1	0.8	1	0.9	0.9
D1 allo mod	-1.1	0.047	0.027	-0.5	0.22
HEK293 NFkB inh	8	nt	19	9	11
M1 antag	-0.0078	0.93	-0.65	nt	-0.49
SF-1 act	0	14	-1	0	6
tolC growth inh	-18	3	34	38	-6

8 entries from above, with values under each structure:
Below each SMILES – NADH coupling, Jurkat viability, M1 ag, TNAP act DEA, D1 allo mod, HEK293 NFkB inh, M1 antag, SF-1 act, tolC growth inh
21. CCc1nnc(NC(=O)c2ccc(S(=O)(=O)N(CC(C)C)CC(C)C)cc2)o1
  3%, 94*, 1.1, 0.8, -0.16, 25, 0.61, -14, 99*
22. CCOC(=O)C1CCCN(c2c(NCC3CCCN3CC)c(=O)c2=O)C1 (configuration not stated)
  3%, 1, 0.098, 0.9, -0.24, 0, -0.2, -9, -13
23. CCc1nnc(-n2nc(C)cc2-c2ccccc2)n1N
  2%, 9, -0.047, 0.9, 0.54, 23, 0.0099, 15, -9
24. CC(=O)Oc1cccc(N2C(=O)C3C(C2=O)C2C=CC3C23CC3)c1 (configuration not stated)
  7%, 0, 1.1, 1, -0.027, 12, -0.15, -4, -4
25. CCc1ccc(N(CC)c2ncnc3nc[nH]c23)cc1
  7%, 1, 0.21, 1, -4, 17, -0.0019, -2, 15
26. O=C(Cn1ncc2c(=O)oc3ccccc3c21)NC1CC1
  4%, 2, -0.45, 1, -1.1, 8, -0.0078, 0, -18
27. CC(C)CC(=O)Nc1ncnc2c1C(=O)CC(C)(C)C2
  1%, nt, 0.44, 0.8, 0.047, nt, 0.93, 14, 3
28. Cc1noc(C)c1COC(=O)C1(c2cccc(F)c2)CCCC1
  6%, 6, -0.02, 1, 0.027, 19, -0.65, -1, 34

The list goes on:
[31] Cc1cc(C)n(-c2ccc(C(=O)Nc3nc4ccccc4s3)cc2)n1
[32] CCOC(=O)c1[nH]c2ccc(C)cc2c1N
[33] COC(=O)C1CCN(C(=O)c2sc3nc(-c4ccc(F)cc4)cn3c2C)CC1
[34] Cc1c(N=C2NC(=O)C(CC(=O)Nc3ccccc3)S2)c(=O)n(-c2ccccc2)n1C (configuration not stated)
[35] CCN=c1scc(C)n1/N=C/c1ccsc1
screen / no.	31	32	33	34	35
NADH coupling	10%	8%	3%	3%	7%
Jurkat viability	4	nt	4	-3	4
M1 ag	-0.51	-0.18	-1.2	0	-0.63
TNAP act DEA	0.8	0.9	0.9	0.9	1
D1 allo mod	0.095	nt	1.7	-0.24	-1.1
HEK293 NFkB inh	-62	nt	0	23	-14
M1 antag	-0.29	-0.3	0.0063	0.0033	0.36
SF-1 act	26	73*	13	-6	70*
tolC growth inh	5	2	5	-7	-2

[36] C/C(N)=C(/C#N)C(=O)CSc1nnc(Nc2cccc(C)c2)s1
[37] Cn1nc(-c2ccc(Cl)cc2)c2cc(C(=O)NCc3ccco3)sc21
[38] CC1(C)NC(=O)NC2(C)NC(=O)NC(C)(C)C12 (configuration not stated)
[39] COc1ccc(Cn2nnnc2C(C(C)C)N(Cc2ccco2)Cc2cccs2)cc1 (configuration not stated)
[40] CCCOc1ccc(/C(O)=C2/C(=O)C(=O)N(CCN(C)C)C2c2ccco2)cc1 (configuration not stated)
screen / no.	36	37	38	39	40
NADH coupling	3%	2%[fluoresces]	3%	5%	2%
Jurkat viability	3	-2	-5	6	nt
M1 ag	-0.049	-1.9	0.82	3.2*	-0.4
TNAP act DEA	0.8	0.9	0.9	1	0.8
D1 allo mod	2.7	-0.61	0.49	0.83	0.11
HEK293 NFkB inh	-27	0	26	39	7
M1 antag	-0.00099	0.44	-0.045	-0.13	0.81
SF-1 act	69*	-1	15	-25	15
tolC growth inh	-1	9	-19	17	2

[41] Cc1ccc(S(=O)(=O)NCCCOC(=O)Nc2ccncc2)cc1
[42] COc1ccc(CN2CC(C(=O)NCc3cccc(OC)c3)CC2=O)cc1 (configuration not stated)
[43] CCOC(=O)c1ccccc1NC1c2ccccc2C(=O)N1C1CCN(C(=O)OCC)CC1 (configuration not stated)
[44] N#Cc1nc(-c2ccc(OCc3ccccc3Cl)cc2)oc1NCCCn1ccnc1
[45] Cn1c(NC(=O)CCC2CCCCC2)cc(=O)n(C)c1=O
screen / no.	41	42	43	44	45
NADH coupling	6%	0%	1%[fluoresces]	1%	3%
Jurkat viability	0	-1	0	0	3
M1 ag	0.34	0.78	0.51	-0.8	-1.4
TNAP act DEA	0.9	1	0.9	0.9	1
D1 allo mod	0.34	-0.12	0.076	0.17	1
HEK293 NFkB inh	0	6	12	-1	-25
M1 antag	0.027	1	-1.6*	0.66	-0.34
SF-1 act	15	-22	5	-11	92*
tolC growth inh	-3	-10	19	100*	13

[46] O=CN1CCN(C(=O)c2ccccc2F)CC1
[47] Cc1nn(-c2ccccc2)c2[nH]c(=O)c(CNc3ccc4c(c3)OCCO4)cc12
[48] Cc1[nH]nc(N=CC2=C(O)CC(C)(C)CC2=O)c1-c1ccc(Cl)cc1
[49] COCCCNc1oc(-c2ccccc2F)nc1C#N
[50] C=C(C)CSc1nnc2[nH]c(=O)cc(N)n12
[51] COc1ccc(N2CC(C(=O)NCc3ccccc3)CC2=O)cc1 (configuration not stated)
[52] O=C(Nc1cccc(F)c1)c1cccnc1N1CCOCC1
[53] COCc1cc(C)nc(SCC(=O)Nc2cccc(C)c2C)c1C#N
screen / no.	46	47	48	49	50	51	52	53
NADH coupling	4%	2%	2%	2%[fluoresces]	4%	2%	4%	2%
Jurkat viability	1	-2	2	2	-6	-4	-3	-9
M1 ag	-0.52	-0.42	-0.51	0.0046	0.38	1.4	-0.35	0.35
TNAP act DEA	1	0.9	0.9	0.9	0.8	0.8	0.9	0.9
D1 allo mod	-3.2*	-0.78	0.27	5.8*	0.79	nt	0.41	1.8
HEK293 NFkB inh	4	11	8	-5	4	6	4	0
M1 antag	-0.81	0.09	-0.32	0.00098	0.068	0.37	0.096	0.2
SF-1 act	0	-5	31	57*	-5	9	7	-10
tolC growth inh	-17	38	15	-5	-2	-11	0	-14
